Assay outcomes (PubChem BioAssay)
Diaph act CS = compounds boosting diaphorase resazurin reduction – biochemical, uHTS, resorufin fluorescence, counter-screen for diaphorase-coupled primary assays, primary screen. activation factor at 20 µM. Diaphorase/resazurin coupled assay, 16 min; hits give high values; 1 = vehicle wells, 0 = NADH-free wells. AID 1229, 2008. actives 0.005% (n = 190,000);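 active = diaphorase activity raised at least twofold by the compound at 20 µM; inactive = activation factor below 2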
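Assay system: Purified diaphorase enzyme from Clostridium kluyveri | Amount: Enzyme 0.07 U/mL final | Dosing: Compound 20 µM once, DMSO 1% | Timing: 16 min reaction at room temperature | Detection: Fluorescence, excitation 544 nm and emission 590 nm | Evaluation: Higher resorufin formation from activation or reduction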
STAT1 act = STAT1 signaling activators, primary screen, cell-based, HTS, luciferase reporter. AID 932, 2007. NIH 3T3 STAT1-luciferase reporter, IFN-gamma, luminescence; 100% = IFN-gamma alone, no compound. activation (% of control), % at 5.5 µM. actives 2.6% (n = 200,000);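 active = activation above the screen-wide mean activation plus 3 SD, cut at about 130% in these data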;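 note: raw ratio to IFN-gamma control signal so 100% means no change and 0% no light; values of inactives mirror those of a sister screen read the other way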
STAT3 inh = IL-6 driven STAT3 reporter inhibitors, primary screen, U3A cells, luciferase, luminescence, MLSCN library. IL-6 STAT3-luciferase reporter; host cell line lacks STAT1. inhibition, % at 5.5 µM. actives 0.89% (n = 190,000). AID 862, 2007;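 active = inhibition above the mean inhibition across all screened compounds plus 3 SD, cut at about 44% in these data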;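 note: 0% = DMSO only wells and 100% = 100 µM nifuroxazide control wells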
STAT3 act = IL-6 driven STAT3 reporter potentiators, primary screen, U3A cells, luciferase, luminescence, MLSCN library; IL-6 STAT3-luciferase reporter; 100% = signal with IL-6 EC80 alone; activation (% of control), % at 5.6 µM; actives 0.91% (n = 190,000);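 active = activation above the screen-wide mean of compound activation plus 3 SD, cut at about 130% in these data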;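 note: 0% = background luminescence of wells with medium and substrate only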
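Assay system – human STAT1-deficient U3A cells with stable STAT3-luciferase reporter · Also added – IL-6 (33 ng/mL) · Schedule – compound 1 h, then IL-6 6 h at 37 °C · Technique – reporter luminescence signal · Evaluation – % activation versus median of IL-6-stimulated wells · Benchmarks – IL-6-only wells as 100% reference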
STAT1 blocker = STAT1 signaling inhibitors, primary screen, cell-based, HTS, luciferase reporter; NIH 3T3 STAT1-luciferase reporter, IFN-gamma, luminescence; inhibition, % at 5.5 µM; actives 0.35% (n = 200,000);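 active = inhibition above a set limit, the mean inhibition across all tested compounds plus 3 SD, cut at about 34% in these data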;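 note: 0% = IFN-gamma with DMSO and 100% = IFN-gamma with 300 µM nifuroxazide; values of inactives mirror those of a sister screen read the other way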
G6PDH counter = L. mesenteroides G6PDH inhibitors, counter-screen for G6PDH-coupled screening assays, biochemical, Leuconostoc mesenteroides enzyme | AID 1020, 2008 | actives 0.12% (n = 200,000) | Purified L. mesenteroides G6PDH, diaphorase/resazurin coupled fluorescence, 45 min | inhibition, % at 5 µM; in the data active = inhibition above about 50%
Diaph inh CS = diaphorase inhibitors and chemical oxidizers, primary screen, counter-screen for diaphorase-coupled primary assays, biochemical, uHTS, resorufin fluorescence; actives 0.69% (n = 190,000); inhibition, % at 20 µM; diaphorase resazurin-to-resorufin fluorescence, NADH, 16 min; bacterial (C. kluyveri) enzyme, not human;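 active = primary screen inhibition at 20 µM above a set limit, cut at about 50% in these data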;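 note: plate controls were DMSO with full reaction for no effect and wells lacking NADH for full effect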
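System: Diaphorase enzyme from Clostridium kluyveri | Amount: Enzyme working solution with 0.14 U/mL diaphorase | Benchmarks: No-NADH positive control and DMSO neutral control | Signal: Fluorescence of resorufin formed from resazurin, Ex 544/Em 590 nm | Schedule: 16-min room-temperature incubation before reading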
Hsp70 activator = Hsp70 transcriptional activators, primary screen, cell-based, HeLa, Hsp70 promoter luciferase, luminescence, 10 µM | HeLa Hsp70 promoter luciferase reporter; scaled: vehicle 0, proteasome-inhibitor control 100% | activation, % at 10 µM | actives 0.04% (n = 200,000) | AID 1203, 2008;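 active = activation above the mean across all tested compounds plus 3 SD, cutoff set per campaign, cut at about 5.5% in these data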;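 note: 100% = MG132 at 30 µM as the positive control and 0% = DMSO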
APP transl inh = inhibitors of APP translation via 5'UTR reporter, primary screen, APP 5'UTR luciferase, SH-SY5Y cells; actives 0.82% (n = 190,000); SH-SY5Y APP 5'UTR-luciferase reporter, luminescence; AID 1285, 2008; inhibition, % at 2 µM;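 active = inhibition above a set limit, derived from the sample mean plus 3 SD, cut at about 45% in these data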; note: values of inactives mirror those of a sister screen read the other way
TLR4-MyD88 BLA = inhibitors of TLR4-MyD88 association in cells, primary screen, cell-based, HeLa CL3-4, BLA complementation, FRET ratio. Toll-like receptor 4 (Homo sapiens) + Myeloid differentiation primary response protein …. HeLa CL3-4 TLR4/MyD88 BLA complementation. inhibition, % at 8.4 µM. actives 0.18% (n = 200,000); in the data active = inhibition above about 25%;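 note: 0% = vehicle and 100% = reference inhibitor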
Target sequence (O00206 whole entry, looked up): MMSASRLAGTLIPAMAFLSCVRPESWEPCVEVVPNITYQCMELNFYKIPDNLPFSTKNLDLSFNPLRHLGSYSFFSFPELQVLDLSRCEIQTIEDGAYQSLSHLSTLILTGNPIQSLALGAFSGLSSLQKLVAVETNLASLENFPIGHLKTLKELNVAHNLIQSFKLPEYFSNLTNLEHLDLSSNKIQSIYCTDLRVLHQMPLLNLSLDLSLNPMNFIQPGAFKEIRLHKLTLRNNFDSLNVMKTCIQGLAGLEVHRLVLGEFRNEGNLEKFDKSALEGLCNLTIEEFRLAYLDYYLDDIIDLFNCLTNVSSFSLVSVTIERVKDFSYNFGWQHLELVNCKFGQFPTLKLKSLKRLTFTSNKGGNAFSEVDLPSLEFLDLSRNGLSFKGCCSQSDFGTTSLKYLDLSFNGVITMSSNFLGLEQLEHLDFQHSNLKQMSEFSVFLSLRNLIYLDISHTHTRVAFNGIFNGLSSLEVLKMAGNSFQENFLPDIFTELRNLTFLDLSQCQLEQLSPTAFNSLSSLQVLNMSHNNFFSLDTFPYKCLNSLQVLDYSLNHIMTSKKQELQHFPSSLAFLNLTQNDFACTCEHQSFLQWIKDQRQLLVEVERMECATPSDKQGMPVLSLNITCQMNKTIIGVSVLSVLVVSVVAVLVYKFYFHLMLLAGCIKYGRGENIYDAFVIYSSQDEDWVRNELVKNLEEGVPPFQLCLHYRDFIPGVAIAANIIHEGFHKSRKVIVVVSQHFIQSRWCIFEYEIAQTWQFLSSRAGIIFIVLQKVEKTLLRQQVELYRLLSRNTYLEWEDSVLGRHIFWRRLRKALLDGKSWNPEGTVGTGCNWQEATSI
Target sequence (Q99836 whole entry, looked up): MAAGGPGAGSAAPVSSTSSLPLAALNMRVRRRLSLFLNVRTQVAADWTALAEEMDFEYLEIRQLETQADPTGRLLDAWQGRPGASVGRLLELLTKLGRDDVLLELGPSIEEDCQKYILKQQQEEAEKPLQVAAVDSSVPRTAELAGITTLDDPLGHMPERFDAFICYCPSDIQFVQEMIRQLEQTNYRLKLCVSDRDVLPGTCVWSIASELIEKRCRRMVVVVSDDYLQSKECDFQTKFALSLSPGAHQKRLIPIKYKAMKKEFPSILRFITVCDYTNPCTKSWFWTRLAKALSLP
An asterisk follows results filed as active; . = no result given. Rows were taken by chance (roughly 6.1% active in at least one column).

SMILES	Diaph act CS	STAT1 act	STAT3 inh	STAT3 act	STAT1 blocker	G6PDH counter	Diaph inh CS	Hsp70 activator	APP transl inh	TLR4-MyD88 BLA
O=c1cc(C(F)(F)F)oc2c1ccc1ccccc12	0.8	98	14	91	2	6	17	0.1	19	5
COc1ccc(N2C(=O)c3ccccc3NC2c2ccc(OC)c(CSc3ccccn3)c2)cc1 (centres undefined)	0.9	119	14	97	-21	-1	6	-0.2	-38	-1
CSCCC(C(=O)NC1=NCCS1)N1C(=O)c2ccccc2C1=O (centres undefined)	0.9	98	-2	105	2	0	14	-0.2	-3	4
COc1ccc(C(=O)CSc2nnc(CN3CCCCC3)n2-c2ccc(Cl)cc2)cc1OC	0.7	93	-2	102	8	16	29	-0.1	5	-13
CCn1c(C)nc2cc(C(=O)N/N=C/c3ccc(N4CCOCC4)cc3)ccc21	0.9	108	11	91	-9	4	7	-0.1	-9	-12
Cc1c(NC(=O)c2cc(-c3ccc(Cl)s3)nc3ccccc23)c(=O)n(-c2ccccc2)n1C	0.7	103	8	99	-3	11	28	0.1	9	19
COc1ccc(NS(=O)(=O)c2cc(NC(=O)c3nc4nc(C)cc(C)n4n3)ccc2C)cc1	0.9	96	18	91	3	-2	12	-0.1	0	7
O=C(O)CCC(=O)Nc1ccc(N2CCCCCC2)cc1	0.9	100	10	93	-3	14	10	0.1	0	-1
CCN(CC)c1ccc(/C=C(\C#N)C(=O)NCc2ccccc2)cc1	0.8	107	10	90	-8	23	24	-0.2	12	-1
O=C1c2cccnc2C(=O)N1CNc1ccc(Cl)cc1	1	101	4	99	-4	10	-4	-0.2	-5	-9

As entered above:
`O=C1c2cccnc2C(=O)N1CNc1ccc(Cl)cc1` in G6PDH counter is entered as 10
`O=C(O)CCC(=O)Nc1ccc(N2CCCCCC2)cc1` in Hsp70 activator is entered as 0.1

New compounds follow
SMILES	Diaph act CS	STAT1 act	STAT3 inh	STAT3 act	STAT1 blocker	G6PDH counter	Diaph inh CS	Hsp70 activator	APP transl inh	TLR4-MyD88 BLA
COc1ccc(Oc2cn[nH]c2-c2ccc(O)cc2O)cc1	0.9	102	17	92	-2	18	10	-0.6	3	-15
CCOc1cc(CNCc2ccncc2)cc(Cl)c1OC	0.9	96	13	92	5	1	12	-0.2	6	-2
Cc1c(Br)c([N+](=O)[O-])nn1CC(=O)Nc1nccs1	0.9	101	12	98	-3	5	10	-0.2	0	-17
COc1cccc(Nc2nc3ccccc3nc2NS(=O)(=O)c2cccs2)c1	0.8	98	18	88	2	-2	20	-0.4	-6	3
Cc1nonc1OCCn1c([N+](=O)[O-])cnc1C	0.9	94	8	97	6	8	9	-0.2	-14	7
Cc1ccccc1NCc1ccccc1O	1	89	23	86	12	5	3	-0.4	14	-2
CCOC(=O)c1sc(N(Cc2ccccc2)C(=O)CSc2ncn[nH]2)nc1C	0.8	93	7	98	7	6	24	-0.2	-6	9
COc1ccc(N(CC(O)CN2C(=O)NC(C)(C)C2=O)S(=O)(=O)c2ccc(C)cc2)cc1 (centres undefined)	0.9	102	10	97	-2	-6	8	0.6	-14	-1
CCc1cc2c(=O)c(-c3nc(C)cs3)coc2cc1OC(C)C(=O)NCCO (centres undefined)	0.9	90	17	89	12	0	5	-0.1	-9	8
COc1cccc(-c2nc(Oc3cccc(C)c3C)c3ccccc3n2)c1O	1	90	-50	140*	11	-4	4	-0.1	-13	3
CCOC(=O)C(=O)NC(C)c1ccccc1 (centres undefined)	1.2	100	8	98	0	10	-20	-0.1	-12	5
Cc1noc(C)c1S(=O)(=O)N(C)CC(=O)NCc1ccccc1	1	102	2	107	-3	7	2	-0.5	-7	-12
CCOC(=O)c1c(C)[nH]c2ccc(O)cc12	0.8	90	7	99	10	5	19	-0.3	50*	-3
Cn1cccc1C(=O)N1CCN(c2cccc(C(F)(F)F)c2)CC1	0.8	94	16	89	7	8	17	0.2	0	3
CSCC[C@@H](Nc1nc(-c2ccccc2)nc2c1oc1ccccc12)C(=O)O	0.8	95	-13	116	6	-24	24	-0.2	16	2
N#C/C(=C\C1CC2C=CC1C2)c1nc2ccccc2[nH]1 (centres undefined)	0.9	95	38	70	5	13	13	-0.1	-12	-5
Cn1c(N)c(C(=O)COC(=O)CCc2ccccc2)c(=O)n(C)c1=O	0.9	96	-2	102	4	4	8	0.1	4	-3
CCc1ccc(NC(=O)C/C(C)=N/NC(=O)OCc2ccc(OC)cc2)cc1	0.9	100	4	99	0	-10	13	-0.4	4	-15
O=C(CSc1ccc(Cl)cc1)N1CCCC1	1.1	120	14	94	-23	8	-6	0.2	-25	3
C/C(=N\Nc1ccc(Cl)cc1)c1c(O)cc(C)oc1=O	0.9	96	-12	115	5	2	12	-0.1	6	-1

Of the compounds above, these contain a thiophene ring, fused or not.
SMILES	Diaph act CS	STAT1 act	STAT3 inh	STAT3 act	STAT1 blocker	G6PDH counter	Diaph inh CS	Hsp70 activator	APP transl inh	TLR4-MyD88 BLA
Cc1c(NC(=O)c2cc(-c3ccc(Cl)s3)nc3ccccc23)c(=O)n(-c2ccccc2)n1C	0.7	103	8	99	-3	11	28	0.1	9	19
COc1cccc(Nc2nc3ccccc3nc2NS(=O)(=O)c2cccs2)c1	0.8	98	18	88	2	-2	20	-0.4	-6	3

Further entries:
SMILES	Diaph act CS	STAT1 act	STAT3 inh	STAT3 act	STAT1 blocker	G6PDH counter	Diaph inh CS	Hsp70 activator	APP transl inh	TLR4-MyD88 BLA
Cc1cc(CN2C(=O)c3ccccc3C2=O)no1	0.8	96	4	98	4	10	18	-0.2	4	-11
CS(=O)(=O)c1ccc(Cl)c(NC(=O)c2cccc(Br)c2)c1	0.9	94	10	90	6	2	11	-0.6	-6	0
CC(NC(=O)CSc1cccc(C(F)(F)F)c1)c1ccccc1 (centres undefined)	1.1	93	0	98	8	5	-6	-0.1	0	11
COc1ccc(CCNC(=O)CSCc2ccc(Cl)cc2)cc1OC	0.9	97	21	82	3	-2	7	-0.4	6	2
COc1ccc(-c2nc(SC(CC(=O)NCCO)c3cccs3)n[nH]2)cc1 (centres undefined)	1.1	96	3	101	2	-2	-8	-0.2	-7	-12
NC(=S)N/N=C/c1ccc(-c2ccc(Cl)c(Cl)c2)o1	1	102	-103	191*	-2	1	-2	0.2	10	16
CCNc1ccc(C2(O)C(=O)c3ccccc3C2=O)cc1	0.9	87	10	93	14	6	5	-0.3	3	-11
COCCNC(=O)c1c[nH]n2c(=O)cc(C3CCN(C(=O)OC(C)(C)C)CC3)nc12	0.9	96	9	100	4	-2	7	0.0	-6	-6
O=[N+]([O-])c1cccc(/C=C/c2nc3ccc([N+](=O)[O-])cc3[nH]2)c1	0.9	108	26	84	-9	-6	15	0.0	-21	1
O=C(/C=C\c1ccccc1)Oc1cccc2cccnc12	0.9	96	8	95	3	33	14	0.0	-18	-9

3 compounds from above with just STAT3 act:
SMILES	STAT3 act
Cc1cc(CN2C(=O)c3ccccc3C2=O)no1	98
NC(=S)N/N=C/c1ccc(-c2ccc(Cl)c(Cl)c2)o1	191*
CCNc1ccc(C2(O)C(=O)c3ccccc3C2=O)cc1	93

Following part:
SMILES	Diaph act CS	STAT1 act	STAT3 inh	STAT3 act	STAT1 blocker	G6PDH counter	Diaph inh CS	Hsp70 activator	APP transl inh	TLR4-MyD88 BLA
O=C1C2C3C=CC(C4CC34)C2C(=O)N1/N=C/c1ccc(-c2cccc([N+](=O)[O-])c2)o1 (centres undefined)	0.8	102	-3	105	-2	12	17	-0.3	5	-1
C/C(=N/NC(=O)CN1CCN(S(=O)(=O)c2ccc(Br)cc2)CC1)c1cccnc1	0.8	100	5	94	0	-8	15	-0.4	10	-14
O=C(NCc1ccc2c(c1)OCO2)C1CCCN(C(=O)c2ccc(Cl)cc2)C1 (centres undefined)	0.9	91	2	104	10	2	13	-0.2	24	10
O=C(N/N=C\c1cn[nH]c1-c1ccccc1)c1cccnc1	1	109	-1	108	-10	0	2	0.6	9	8
CC(=O)c1ccc(-c2nnc(CCC(=O)N(C)Cc3c(C)nc4ccccn34)o2)s1	0.9	102	17	90	-4	5	8	-0.4	-7	-5
OCCN(Cc1ccccc1)Cc1ccc(C(F)(F)F)cc1	0.8	114	-6	108	-15	-3	17	0.0	-4	-7
COc1cccc(OC)c1OCCCCN1CCCC1	0.9	94	12	95	7	4	14	-0.1	8	-13
Cc1cc(-c2n[nH]c(=S)n2/N=C/c2ccc(Br)s2)n[nH]1	0.6	104	-4	106	-5	-2	40	-0.5	2	6
CC(=O)Cc1nsc(NC(=O)c2cc(-c3cccc(C(F)(F)F)c3)oc2C)n1	1	97	-1	106	4	-27	4	0.1	7	-2
COc1ccc(S(=O)(=O)N[C@@H](Cc2ccccc2)C(=O)N2CC[C@@]3(O)CCCC[C@H]3C2)cc1	0.9	100	-2	104	0	2	13	-0.3	-2	2
CC1=CC(=O)c2c(O)ccc(O)c2C1=O	0.5	94	.	.	5	58*	54*	-0.2	7	-25
O=C(O)CSc1ncccc1C(=O)O	1	96	9	94	4	-6	2	-0.4	20	-2
Cc1cc(C)n2nc(CC(=O)NC3CCCCCC3)nc2n1	1	94	10	100	6	4	-2	-0.4	-12	0

2 successive entries out of the list so far:
SMILES	Diaph act CS	STAT1 act	STAT3 inh	STAT3 act	STAT1 blocker	G6PDH counter	Diaph inh CS	Hsp70 activator	APP transl inh	TLR4-MyD88 BLA
O=C(O)CSc1ncccc1C(=O)O	1	96	9	94	4	-6	2	-0.4	20	-2
Cc1cc(C)n2nc(CC(=O)NC3CCCCCC3)nc2n1	1	94	10	100	6	4	-2	-0.4	-12	0
